Assay outcomes deposited in PubChem BioAssay by NMMLSC.
VLA-4 inh: inhibition in a human VLA-4 binding assay; hit rate 0.2% among 330,000; P13612; VLA-4 expressing cells, ligand binding flow cytometry; inhibition, % (about 7 µM as worked out from the volumes in the protocol); in the data active means inhibition above about 50%
Target sequence (P13612 whole entry, looked up): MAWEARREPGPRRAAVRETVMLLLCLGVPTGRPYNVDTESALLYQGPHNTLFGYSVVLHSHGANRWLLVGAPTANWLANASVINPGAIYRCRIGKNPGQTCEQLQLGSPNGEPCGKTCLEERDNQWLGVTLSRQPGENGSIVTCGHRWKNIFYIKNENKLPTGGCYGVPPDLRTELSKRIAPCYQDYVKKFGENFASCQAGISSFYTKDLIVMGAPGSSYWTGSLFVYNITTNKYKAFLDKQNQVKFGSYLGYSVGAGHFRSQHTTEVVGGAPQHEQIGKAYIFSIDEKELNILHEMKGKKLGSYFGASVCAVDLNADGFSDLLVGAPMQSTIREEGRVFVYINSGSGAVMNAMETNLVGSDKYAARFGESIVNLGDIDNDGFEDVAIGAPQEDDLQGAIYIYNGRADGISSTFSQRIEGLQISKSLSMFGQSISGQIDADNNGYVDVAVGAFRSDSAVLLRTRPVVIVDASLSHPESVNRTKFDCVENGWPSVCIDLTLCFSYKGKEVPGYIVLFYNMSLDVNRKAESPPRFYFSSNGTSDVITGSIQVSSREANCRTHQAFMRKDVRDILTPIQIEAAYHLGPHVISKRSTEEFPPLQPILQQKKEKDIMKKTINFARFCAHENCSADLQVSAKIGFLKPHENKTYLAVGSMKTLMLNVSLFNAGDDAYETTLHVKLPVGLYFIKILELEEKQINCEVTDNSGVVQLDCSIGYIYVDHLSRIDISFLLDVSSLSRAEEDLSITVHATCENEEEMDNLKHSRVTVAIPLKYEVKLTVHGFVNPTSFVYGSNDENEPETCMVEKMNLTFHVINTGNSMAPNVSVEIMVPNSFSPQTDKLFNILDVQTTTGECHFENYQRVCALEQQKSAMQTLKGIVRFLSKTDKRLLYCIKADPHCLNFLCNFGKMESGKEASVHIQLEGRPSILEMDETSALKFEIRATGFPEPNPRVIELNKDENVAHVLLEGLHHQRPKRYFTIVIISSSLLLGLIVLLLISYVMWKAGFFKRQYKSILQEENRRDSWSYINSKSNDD
RPL19A TOR yeast: yeast TOR pathway RPL19A-GFP modulation; AID 2025; hit rate 0.3% among 330,000; S. cerevisiae RPL19A-GFP strain, flow cytometry, 3 h; hits give low values; percent response vs DMSO, % at 10 µM;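 active means percent response vs DMSO below 50%; inconclusive means fewer than 70 events counted for the yeast strain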;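 further: median channel GFP fluorescence of the barcoded RPL19A-GFP strain; ratio of sample median GFP to plate DMSO average so 100% = DMSO; lower means less RPL19A-GFP as with rapamycin TOR inhibition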
CIT2 TOR yeast: yeast TOR pathway CIT2-GFP modulation; GFP response vs DMSO, % at 10 µM; S. cerevisiae CIT2-GFP strain, flow cytometry, 3 h; 100 means same as DMSO wells; hit rate 0.065% among 320,000;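 active means GFP response relative to DMSO above a set limit, near the screen mean plus 3 SD, cut at about 150% in these data; inconclusive means Fewer than 70 cells measured for a yeast strain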;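 further: ratio of well median GFP fluorescence to mean of DMSO wells on the plate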
AGP1 TOR yeast: yeast TOR pathway AGP1-GFP modulation; hit rate 0.02% among 320,000; GFP response vs DMSO, % at 10 µM; S. cerevisiae AGP1-GFP multiplex flow cytometry, 3 h; GFP as percent of DMSO wells;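 active means GFP response relative to DMSO above a set limit, near screen average plus 3 SD, cut at about 150% in these data; inconclusive means fewer than 70 cells counted for the yeast strain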;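 further: median GFP channel fluorescence of the gated AGP1 strain per well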
CR mimetic SO: lowers age-related superoxide in aged yeast cells. AID 2690. hit rate 0.18% among 330,000. S. cerevisiae aged cells, superoxide DHE fluorescence; hits give low values. superoxide response (% of plate mean), % at 10 µM;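 active means superoxide response under a set limit, about three screen SD below normal, cut at about 65% in these data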;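 further: yeast aged for seven days with compound at 30 °C before DHE staining; 100% = average MFI of all compound-treated wells on the plate with controls excluded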
GRK2 aptamer HTS: inhibitors of human GRK2 displacing RNA aptamer; P25098; bead flow cytometry, FAM-aptamer displacement from GRK2; inhibition of aptamer binding, % at 10 µM; hit rate 0.59% among 330,000;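 active means inhibition of aptamer binding above 40%, roughly 3 SD of noise, on plates passing a quality check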;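 further: median bead fluorescence of bound FAM aptamer so fluorescent compounds give negative values; no value below 0 was filed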
LAP4 TOR yeast: modulators of TOR pathway LAP4-GFP in S. cerevisiae; hit rate 0.34% among 320,000; GFP response vs DMSO, % at 10 µM; S. cerevisiae LAP4-GFP multiplex, flow cytometry GFP, 3 h; median GFP as percent of DMSO wells;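 active means GFP response vs DMSO above a set limit, about the screen mean plus 3 SD, cut at about 150% in these data; inconclusive means under 70 cell events counted for the yeast strain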
MEP2-GFP yeast: modulators of TOR pathway MEP2-GFP in S. cerevisiae. S. cerevisiae MEP2-GFP strain, flow cytometry GFP, 3 h; 100% = DMSO control level. GFP response vs DMSO, % at 10 µM. hit rate 0.51% among 330,000;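 active means GFP response versus DMSO above a set limit, roughly screen mean plus 3 SD, cut at about 180% in these data; inconclusive means fewer than 70 cells counted for a yeast strain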;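 further: median GFP fluorescence of the barcode-gated MEP2-GFP cells per well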
Starred values were filed as active, the others as inactive; ? = inconclusive; · = not tested or not shown; [ ] = remark or other dose. Outcome played no part in choosing rows; about 1.7% have a hit in one of these screens.

SMILES | VLA-4 inh | RPL19A TOR yeast | CIT2 TOR yeast | AGP1 TOR yeast | CR mimetic SO | GRK2 aptamer HTS | LAP4 TOR yeast | MEP2-GFP yeast
O=C(NCC1CCCO1)c1ccccc1OCc1ccc(Cl)cc1 (stereo not drawn) | 4.1 | 94.4 | 94.7 | 90.3 | 95.6 | 4.0 | 98.9 | 103.7
CC(=O)Nc1ccc(-c2csc(NC(=O)CCNC(=O)c3ccco3)n2)cc1 | 5.1 | 102.6 | 98.8 | 100.4 | 115.0 | 3.0 | 93.4 | 97.6
C[C@H](CO)N1C[C@H](C)[C@@H](CN(C)Cc2ccc(-c3ccccc3)cc2)Oc2c(NS(=O)(=O)c3cccs3)cccc2C1=O | 0.3 | 98.1 | 92.3 | 102.7 | 91.3 | 1.0 | 101.7 | 98.6
CCOC(=O)C1CCN(c2ccc([N+](=O)[O-])c(C(C)=O)c2)CC1 | -16.8 | 98.1 | 99.8 | 93.3 | 110.3 | 0.0 | 92.3 | 88.7
Cc1ccc(C(c2nnnn2C2CCCCC2)N(C)C2CCCCC2)cc1 (stereo not drawn) | 15.7 | 100.8 | 93.3 | 98.5 | 108.5 | 0.0 | 92.7 | 97.0
O=C(c1ccc2c3c(cccc13)CC2)N1CCOCC1 | 2.1 | 92.8 | 88.5 | 90.1 | 114.0 | 1.0 | 96.8 | 91.9
CC1=C(C(=O)Nc2ccccc2F)C(c2ccsc2)C2=C(CC(c3ccccc3)CC2=O)N1 (stereo not drawn) | -2.7 | 94.0 | 90.1 | 94.2 | 114.1 | 2.0 | 96.1 | 92.9
Cc1cc(OCCn2cnc3ccccc3c2=O)cc(C(C)C)c1 | 2.8 | 100.7 | 94.6 | 95.0 | 106.2 | 3.0 | 85.6 | 95.7
O=C(CCN1CCC(c2cccs2)=N1)c1cccs1 | -7.2 | 99.2 | · | · | 97.5 | 3.0 | · | 94.4
CCOc1ccc(/C(C)=N/NC(=O)c2nnn(-c3nonc3N)c2-c2cccs2)cc1 | 7.0 | 101.0 | 98.8 | 103.4 | 84.2 | 0.0 | 87.5 | 98.1
CC(=O)Nc1ccc(C2(O)COc3ccccc3O2)cc1 (stereo not drawn) | -3.1 | 97.6 | 93.1 | 96.4 | 90.9 | 1.0 | 95.8 | 96.9
COc1ccc(COc2ccccc2C(=O)Nc2ccccn2)cc1[N+](=O)[O-] | -2.8 | 107.6 | 108.8 | 107.7 | 81.8 | 0.0 | 109.3 | 106.9
COc1ccccc1/C=C/C=N/N1CCN(c2ccccn2)CC1 | 5.8 | 90.5 | 92.0 | 89.0 | 92.2 | 0.0 | 101.2 | 92.8
O=C(NCc1ccccc1)c1ccc(NS(=O)(=O)c2cccs2)cc1 | -10.2 | 101.7 | 97.5 | 102.8 | 91.8 | 0.0 | 96.9 | 97.1
CN(/N=C/c1ccc(Cl)cc1)c1ncc(Cl)cc1C(F)(F)F | -5.3 | 92.7 | 98.7 | 103.7 | 87.6 | 0.0 | 101.0 | 94.4
CN1CCN(C(=S)c2ccc(Cl)cc2)CC1 | 4.0 | 96.2 | 99.7 | 105.4 | 99.5 | 2.0 | 103.0 | 91.3
O=S(=O)(c1ccccc1)N1N=C(c2ccccc2)CC1c1ccco1 (stereo not drawn) | -14.6 | 102.9 | 109.2 | 108.1 | 105.2 | 2.0 | 89.9 | 94.5
COc1ccccc1-c1c(C)nn2c(N3CCC(C)CC3)cc(C)nc12 | 3.8 | 101.4 | 99.4 | 103.5 | 94.6 | 2.0 | 100.7 | 102.3
COc1cc(CN(C)C(C)C(=O)Nc2ccc([N+](=O)[O-])cc2Cl)ccc1OC(F)F (stereo not drawn) | 10.0 | 100.5 | 96.8 | 95.5 | 97.2 | 0.0 | 91.0 | 99.6
O=C(CC(Nc1cccc(Cl)c1Cl)C(=O)OCC(=O)c1cccs1)c1ccccc1 (stereo not drawn) | 30.8 | 102.5 | 99.2 | 97.6 | 88.1 | 0.0 | 90.2 | 104.6
N#Cc1ncccc1CCc1cccc(Cl)c1 | 1.3 | 99.4 | 86.4 | 80.3 | 100.2 | 1.0 | 104.0 | 99.3
O=[N+]([O-])c1ccccc1/C=C/C=N/n1c(-c2cc(-c3ccccc3)n[nH]2)n[nH]c1=S | 2.3 | 99.1 | 91.2 | 94.8 | 110.0 | 69.0* | 102.7 | 105.9
COc1ccccc1NC(=O)CC(=O)CSc1nnc(-c2ccc(C)cc2)n1-c1ccccc1 | 21.4 | 102.2 | 93.3 | 98.3 | 101.3 | 0.0 | 102.1 | 101.4
CC(NC(=O)c1c(O)c2ccccc2[nH]c1=O)c1ccccc1 (stereo not drawn) | 10.5 | 102.1 | 93.5 | 95.2 | 100.6 | 0.0 | 88.4 | 98.2
Cc1cccc(C)c1OCCCCN1CCNCC1 | 6.4 | 95.7 | 97.5 | 95.6 | 100.1 | 42.0* | 90.6 | 92.1
O=C(CSc1nccn1-c1ccc(Cl)cc1)N1CCCc2ccccc21 | -4.6 | 106.1 | 103.7 | 104.6 | 130.5 | 0.0 | 104.3 | 108.4
Nc1c(C(=O)OCC(=O)Nc2cccc([N+](=O)[O-])c2)[nH]c(=O)[nH]c1=O | 6.8 | 102.8 | 104.0 | 101.6 | 129.3 | 14.0 | 96.5 | 111.9
CCc1ccccc1NC(=O)CCC(=O)Nc1nnc(C(C)C)s1 | 6.8 | 93.6 | 91.3 | 86.9 | 81.8 | 0.0 | 88.7 | 93.2
O=C(Nc1ccccc1)N1CCN(c2ccc(F)cc2)CC1 | 4.4 | 99.1 | 89.2 | 98.9 | 95.7 | 3.0 | 104.0 | 103.9
CCC(C)(C)NC(=O)C(c1ccccc1F)N(C(=O)c1ccn[nH]1)c1ccccc1 (stereo not drawn) | 0.0 | 99.0 | 107.5 | 98.2 | 99.7 | 0.0 | 95.3 | 101.8
O=C(COc1ccc(Cl)cc1)N1CCN(C(=O)c2ccccc2F)CC1 | -20.6 | 98.2 | 92.3 | 53.8 | 100.0 | 3.0 | 96.3 | 111.5
Cc1nc(OCC(C)C)c2sc3nc4c(cc3c2n1)COC(C)(C)C4 | 14.1 | 83.3 | 118.1 | 118.2 | 103.2 | 0.0 | 107.9 | 104.4
CCCCOc1ccc(C(=O)N/C(=C/C=C/c2ccccc2)C(=O)O)cc1 | 7.0 | 97.3 | 103.5 | 96.7 | 107.0 | 1.0 | 100.2 | 95.1
COc1ccc(C#Cc2c(-c3ccsc3)oc3ccc(-c4cc(OC)c(OC)c(OC)c4)cc23)cc1 | 22.4 | 99.3 | 106.7 | 81.0 | 82.7 | 6.0 | 115.3 | 89.3
CCN(C(=O)CSc1nnc(-c2ccc(OC(F)F)cc2)n1N)C1CCS(=O)(=O)C1 (stereo not drawn) | 0.8 | 91.7 | 104.2 | 100.3 | 99.7 | 0.0 | 100.2 | 92.4
COc1ccccc1CNC(=O)c1ccccc1N | 0.3 | 101.5 | 95.5 | 107.9 | 101.6 | 0.0 | 96.6 | 103.6
O=C(Cn1cc2c(n1)CCCC2)NCc1ccccn1 | 7.9 | 101.6 | 108.0 | 110.7 | 105.4 | 4.0 | 104.0 | 108.0
CCOC(=O)Cn1c(=O)c(-c2ccccc2NCc2ccccc2)nc2ccccc21 | 0.7 | 85.6 | 80.3 | 85.2 | 95.4 | 3.0 | 78.2 | 76.7
CC(C)NC(=O)CCCc1c[nH]c2ccccc12 | -18.9 | ? | ? | ? | 94.4 | 2.0 | ? | ?
Cc1ccc(F)cc1NC(=O)N1CCNC(=O)C1CC(=O)Nc1cc(Cl)ccc1Cl (stereo not drawn) | 3.5 | 90.8[may fluoresce green] | 153.8*[may fluoresce green] | 114.9[may fluoresce green] | 96.9 | 0.0 | 117.5[may fluoresce green] | 103.1[may fluoresce green]

2 compounds picked at random from the list so far, as already listed:
SMILES | VLA-4 inh | RPL19A TOR yeast | CIT2 TOR yeast | AGP1 TOR yeast | CR mimetic SO | GRK2 aptamer HTS | LAP4 TOR yeast | MEP2-GFP yeast
Nc1c(C(=O)OCC(=O)Nc2cccc([N+](=O)[O-])c2)[nH]c(=O)[nH]c1=O | 6.8 | 102.8 | 104.0 | 101.6 | 129.3 | 14.0 | 96.5 | 111.9
CC(NC(=O)c1c(O)c2ccccc2[nH]c1=O)c1ccccc1 (stereo not drawn) | 10.5 | 102.1 | 93.5 | 95.2 | 100.6 | 0.0 | 88.4 | 98.2

Continued:
SMILES | VLA-4 inh | RPL19A TOR yeast | CIT2 TOR yeast | AGP1 TOR yeast | CR mimetic SO | GRK2 aptamer HTS | LAP4 TOR yeast | MEP2-GFP yeast
CN(C(=O)CSc1nc2ccccc2c(=O)n1C)C1CCS(=O)(=O)C1 (stereo not drawn) | 1.1 | 100.7 | 110.5 | 99.3 | 79.7 | 0.0 | 95.9 | 103.8
COc1ccc(CNC[C@H]2O[C@@H](n3cnc4c(N)ncnc43)[C@H](O)[C@@H]2O)cc1OC | 30.8 | 98.3 | 93.8 | 97.5 | 99.0 | 0.0 | 95.4 | 100.4
CCC(c1ccccc1)c1nc(-c2ccccn2)no1 (stereo not drawn) | 4.4 | 88.9 | 91.6 | 91.7 | 100.4 | 0.0 | 87.6 | 101.1
COc1ccc(OCC(=O)NS(=O)(=O)c2ccccc2)cc1 | -1.7 | 103.7 | 104.8 | 106.4 | 106.9 | 0.0 | 103.4 | 99.3
CCOC(=O)C1=C(CS(=O)(=O)c2ccccc2)NC(=O)NC1c1cccc(OC)c1 (stereo not drawn) | -6.8 | 102.8 | 105.6 | 101.8 | 113.4 | 0.0 | 96.4 | 103.2
COc1ccc(C2CC(c3cccs3)=NN2C(=O)CSc2nc(=O)n3ccc(C)cc3n2)cc1 (stereo not drawn) | -0.6 | 92.9 | 76.8 | 99.2 | 104.6 | 2.0 | 98.3 | 96.8
OCC[C@H]1C[C@H](O)[C@@H](O)[C@@]2(CCc3ccccc3CO2)O1 | 8.8 | 97.7 | 74.3 | 83.7 | 87.0 | 0.0 | 105.5 | 92.5
CCc1noc(C)c1C(=O)Nc1ccc(Cl)c(S(=O)(=O)N2CCCCC2)c1 | -0.6 | 87.1 | 80.0 | 88.8 | 96.3 | 0.0 | 94.2 | 92.8
Cc1ccc(O)c(NC(=O)c2cc(-c3ccc(F)cc3)on2)c1 | 7.7 | 100.8 | 89.2 | 110.7 | 98.4 | 1.0 | 106.9 | 106.7
CCc1ccc(NC(=O)CNC(=O)c2nn(-c3ccc(OC)cc3)c(=O)c3ccccc23)cc1 | 0.2 | 100.8 | 100.3 | 102.7 | 107.1 | 3.0 | 106.1 | 99.6
COc1ccccc1OCc1nnc(SCC(=O)N2CCCC2)o1 | 5.1 | 96.9 | 98.4 | 93.5 | 98.4 | 3.0 | 95.1 | 105.0
O=C(NNC(=O)c1ccccc1F)c1cccc(S(=O)(=O)N2CCc3ccccc32)c1 | -3.8 | 99.6 | 102.0 | 105.6 | 104.4 | 0.0 | 104.4 | 103.5
COc1ccc(N2CC(C(=O)N[C@@H](CC(C)C)C(=O)NC3CCCC3)CC2=O)cc1 (stereo partly drawn) | 6.8 | 104.2 | 111.8 | 110.0 | 86.4 | 0.0 | 102.0 | 113.2
CCOC(=O)N1CCN(CCC(=O)Nc2cc([N+](=O)[O-])ccc2OC)CC1 | 2.8 | 101.6 | 97.5 | 96.3 | 98.2 | 1.0 | 91.1 | 116.6
O=C(Cn1nc(C(=O)O)c2ccccc2c1=O)Nc1cccc(S(=O)(=O)N2CCCCCC2)c1 | 26.1 | 98.2 | 99.9 | 98.8 | 104.8 | 0.0 | 88.4 | 90.4
CCOc1ccc(S(=O)(=O)n2nnc3ccccc32)cc1C | 8.4 | 94.6 | 107.0 | 98.1 | 83.0 | 0.0 | 93.6 | 96.2
